Source: PubChem BioAssay (National Center for Advancing Translational Sciences (NCATS))
D2 ag: D2 dopamine receptor (human) agonism | activation, % at 2 µM | HEK293 T-REx D2 cells, calcium flux agonist mode | 340,000 compounds, 0.53% hits | P14416 | AID 485358;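 active means activation over 3 SD above normal in the single-dose calcium agonist read, cut at about 30% in these data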; further: 0% is about no effect
Target sequence (P14416 whole entry, looked up): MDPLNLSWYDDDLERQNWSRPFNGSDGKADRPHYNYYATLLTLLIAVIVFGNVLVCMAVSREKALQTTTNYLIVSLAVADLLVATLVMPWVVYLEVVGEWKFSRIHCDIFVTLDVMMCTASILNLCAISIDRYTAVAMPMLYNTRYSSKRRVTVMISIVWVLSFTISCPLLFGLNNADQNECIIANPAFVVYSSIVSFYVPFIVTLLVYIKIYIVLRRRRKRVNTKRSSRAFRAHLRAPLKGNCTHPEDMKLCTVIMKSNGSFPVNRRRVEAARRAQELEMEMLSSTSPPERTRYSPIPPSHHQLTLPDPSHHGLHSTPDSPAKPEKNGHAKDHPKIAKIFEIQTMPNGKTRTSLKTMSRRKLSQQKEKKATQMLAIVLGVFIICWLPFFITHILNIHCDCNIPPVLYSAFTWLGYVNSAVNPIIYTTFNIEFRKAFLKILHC
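Agonism scored from kinetic calcium signal (1 read/sec, 180 s) following compound pin transfer, after a 10 s baseline. Cells: HEK293 Trex line expressing inducible D2 receptor coupled to calcium, dye-loaded after overnight culture at 30 C.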
D2 antagonist: antagonists of human D2 dopamine receptor. P14416. HEK293 TREx D2 cells, calcium flux, dopamine EC80. inhibition, % at 10 µM. 340,000 compounds, 2% hits. AID 485344; in the data active means inhibition above about 30%; further: 0% is about no effect
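Measurement of antagonist activity uses fluorescent calcium dye in inducible HEK293 T-REx D2 cells: 10 s baseline, compound addition with 180 s read, EC80 dopamine addition with a further 180 s read.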
PI4K2A inh: inhibitors of human PI4K2A; Q9BTU6; purified PI4K2A, ADP-Glo luminescence, 1 h; active compounds read low; activity change, negative = inhibition, % at 76.9 µM; 420,000 compounds, 0.13% hits; AID 1346378; in the data active means activity change below about -50%; inconclusive means mostly about -30% to -49%;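 further: -100% = wells without enzyme as full effect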
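PI4K2A activity was measured by ADP-Glo luminescence: enzyme (4 ug/mL stock) and phosphatidylinositol (1.2 mM stock) in Tris pH 7.5/MgCl2/EGTA/Triton X-100 buffer were reacted with ATP (300 microM stock) for one hour at ambient temperature.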
TRHR ag: activates the human TRH receptor | activation, % at 2 µM | 360,000 compounds, 0.18% hits | P34981 | TRHR cells, calcium flux fluo-8, FDSS agonist mode; in the data active means activation above about 30%; further: 0% is about no effect
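In this calcium-flux screen, cells bearing human TRHR are dye-loaded with fluo-8, baselined for 10 cycles, then exposed to library compounds; positive kinetic calcium responses during the agonist phase mark hits, with TRH as control.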
TrxR1 substrate: rat thioredoxin reductase 1 substrate activity. O89049. purified TrxR1 substrate turnover, NADPH consumption readout. Potency, µM (doses to about 114 µM), without a hit: top-dose activity change, negative = substrate turnover. 390,000 compounds, 0.01% hits; further: potency means the concentration at half of the fitted maximal effect; on the % scale 0 is the no-effect control and ±100 the full control effect; nearly all actives have a fitted effect of over 50% in size
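Rat TrxR1, dispensed at 90 nM, was prereduced with 400 uM NADPH (final) for 5 min at ~22 deg C, then incubated with compound 15 min before 400 uM selenite. A first-read NADPH fluorescence drop versus no-compound background flagged substrates.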
TRHR PAM: allosterically enhances the human TRH receptor; P34981; TRHR cells, fluo-8 calcium fluorescence, EC20 TRH enhancement; enhancement, % at 2 µM; 360,000 compounds, 0.66% hits; in the data active means enhancement above about 30%; further: 0% is about no effect
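Enhancer read-out: after compound pinning and an initial kinetic agonist-mode read, an EC20 of TRH (10 nM final) was injected and fluo-8 calcium signal (Ex 480/Em 530) followed at 1 s/cycle for 100 cycles in TRHR-expressing cells.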
rTrxR1 inhibitor: rat TrxR1 inhibition; recombinant rTrxR1, NADPH fluorescence consumption, selenite substrate; Potency, µM (titrated, usually from 114 µM), for inactives: top-dose activity change, negative = inhibition, usual class: inhibitors; 390,000 compounds, 1% hits; AID 588453; further: potency means the concentration at half of the fitted maximal effect; on the % scale 0 is the no-effect control and ±100 the full control effect; nearly all actives have a fitted effect of over 65% in size
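Rat TrxR1 (90 nM in the dispensed reagent) was pre-reduced with 400 uM NADPH for 5 min at room temperature, then incubated with compound for 15 min. After 400 uM selenite was added, NADPH fluorescence (Ex 340/Em 450 nm) was followed for 8 min.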
USP1-UAF1 inh: inhibitors of human USP1/UAF1 deubiquitinase | Potency, µM (titrated, usually from 57.1 µM), without a hit: at the top dose activity change, negative = inhibition, most hits filed as inhibitors | O94782 | recombinant USP1/UAF1, Ub-Rhodamine cleavage fluorescence | AID 743255 | 390,000 compounds, 0.23% hits; further: potency means the concentration at half of the fitted maximal effect; on the % scale 0 is the no-effect control and ±100 the full control effect; nearly all actives have a fitted effect of over 60% in size; inactives centre near -12
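1 nM enzyme complex + cpd, 15 min RT; start with Ub-Rho 150nM final; kinetic fluorescence ex 480/em 540, 6 reads q60 s. Buffer 50mM HEPES pH 7.8, 0.5mM EDTA, 0.1 mg/ml BSA, 1mM TCEP, 0.01% Tween-20.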
mIDH1 inhibitor: inhibitors of human mutant IDH1 R132H | O75874 | IDH1-R132H enzyme, NADPH consumption, diaphorase/resazurin fluorescence | Potency, µM (series often up to 76.6 µM), for inactives: top-dose activity change, negative = inhibition, actives largely listed as inhibitors | 390,000 compounds, 0.093% hits | AID 602179; further: potency means the concentration at half of the fitted maximal effect; on the % scale 0 is the no-effect control and ±100 the full control effect; nearly all actives have a fitted effect of over 65% in size
Target sequence (O75874 whole entry R132H, stated change not applied): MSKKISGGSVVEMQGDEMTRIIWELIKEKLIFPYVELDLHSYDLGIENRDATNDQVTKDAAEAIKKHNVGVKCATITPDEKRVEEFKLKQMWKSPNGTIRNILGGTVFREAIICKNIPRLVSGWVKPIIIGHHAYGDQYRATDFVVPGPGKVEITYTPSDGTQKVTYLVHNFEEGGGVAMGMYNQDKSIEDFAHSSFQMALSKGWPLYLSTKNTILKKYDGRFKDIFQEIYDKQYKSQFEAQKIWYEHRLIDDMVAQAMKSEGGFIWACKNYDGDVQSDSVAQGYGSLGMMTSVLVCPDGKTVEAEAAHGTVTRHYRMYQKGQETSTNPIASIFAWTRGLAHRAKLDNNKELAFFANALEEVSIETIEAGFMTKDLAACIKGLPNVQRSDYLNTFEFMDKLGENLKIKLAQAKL
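IDH1-R132H (0.5 ug/mL) preincubated 30 min with compound, then NADPH (0.016 mM) and alpha-KG (2 mM) added; 80 min at RT, pH 7.5. Remaining NADPH coupled via diaphorase/resazurin to fluorescence (540/590 nm); concentration-response curves normalized to no-enzyme control.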
* marks the source's active call; other numbers are inactive results; u = inconclusive; x = not tested or not shown; & = joins results of further samples; [ ] = remark or other dose. Unless noted, the call rests on the fitted dose curve; in most records, active means well fitted inhibition curve with a large enough effect; inconclusive means small, poorly fitted or top-dose-only effect; inactive means no such curve, though single readings can be large or run the other way. Outcome played no part in choosing rows; any-hit rate near 3.9%.

cpd | Compound | D2 ag | D2 antagonist | PI4K2A inh | TRHR ag | TrxR1 substrate | TRHR PAM | rTrxR1 inhibitor | USP1-UAF1 inh | mIDH1 inhibitor
1 | Cc1oc(-c2ccc(Cl)cc2)nc1CS(=O)CC(=O)NCCCN1CC(C)CC(C)C1 (centres undefined) | 0.2 | -11 | 6 | 0.3 | 12% | 3 | 23% | -32% | -1%
2 | C#CCOCCOCCOCCNc1nc(N2CCN(C(=O)CCCCCCCCCCNC(=O)Cn3cc(C[C@@H](C)O)nn3)CC2)nc(N2CCN(C(=O)CCCCCCCCCCNC(=O)Cn3cc(C[C@@H](C)O)nn3)CC2)n1 | 0.3 | -2 | -2 | 1.2 | 11% | 1 | 18% | u | 3%
3 | O=C(CSc1nc2ccccc2o1)N1c2ccccc2Sc2ccc(Cl)cc21 | -0.3 | -1 | -2 | 0.0 | 5% | -1 | 13% | 5% | -6%
4 | O=C(CCc1nc2cccnc2n1Cc1cccs1)Nc1cccc(Cl)c1 | 0.1 | x | -4 | 2.1 | -13% | -4 | -19% | -10% | -7%
5 | O=C(NCCc1ccccc1)C(=O)NCC(c1cccs1)S(=O)(=O)c1cccs1 (centres undefined) | 0.3 | x | -8 | -0.5 | -7%[57.1 µM] | 3 | -1%[57.1 µM] | 3% | -25%
6 | Cc1cccc(C(=O)OCC(=O)N2CCN(C(=O)c3ccco3)CC2)c1O | x | x | 3 | x | 2%[2.29 µM] | x | 7%[2.29 µM] | -2% | 5%
7 | NC(=O)CSc1nc2scc(-c3ccco3)c2c(=O)n1-c1ccccc1 | 0.7 | 6 | u | -0.2 | -2%[57.1 µM] | -3 | 8.9µM* | -16% | 3%
8 | Cc1ccc(Cl)cc1N1CCN(S(=O)(=O)c2ccc3[nH]c4c(c3c2)CCCCC4)CC1 | 1.1 | x | 3 | 0.5 | 1% | -9 | 15% | -16% | 6%
9 | CCN1CCN(CCC(=O)Nc2ccc(C)cc2)CC1 | 0.0 | -12 | 2 | 0.6 | -9% | 2 | -2% | 1% | 4%
10 | Cc1cccc(NC(=O)CCNS(=O)(=O)c2cccc3nsnc23)c1C | -1.2 | -18 | 4&1 | -0.8&-0.4 | -2%&-2% | 13&4 | -1%&5% | -9%&-14% | 1%&19%
11 | COC(=O)N/N=C/c1cn(CCOc2cccc(OC)c2)c2ccccc12 | 1.3 | 3 | -3 | 0.1 | 0% | 16 | 8% | -14% | 9%
12 | COc1ccc(Nc2nc(Cl)nc(NCc3ccco3)n2)c(OC)c1 | 0.9 | 9 | 0 | -0.9 | -8% | -11 | -18% | -8% | 1%
13 | CCOc1ccc(S(=O)(=O)N(CC(=O)N/N=C/c2ccc(-c3ccc([N+](=O)[O-])cc3)o2)c2ccccc2)cc1 | 1.0 | -6 | u | 0.3 | -2%[57.1 µM] | -2 | 0%[57.1 µM] | -11% | -1%
14 | CCOC(=O)[C@@H]1[C@H]2COc3ccccc3[C@@H]2N2C(=O)N(c3ccc(F)cc3)C(=O)[C@]12C | x | x | 1 | x | -1% | x | 9% | -2% | 2%
15 | CCOc1ccccc1NC(=O)Cn1c(=O)n(Cc2ccco2)c(=O)c2sc3ccccc3c21 | 0.2 | x | 1 | 0.0 | 1% | -7 | 5% | -20% | 13%
16 | CN(C)c1ccc(S(=O)(=O)N2CCCCC2)cc1NC(=O)C1=NN(c2ccccc2)C(=O)CC1 | 0.0 | 4 | 8 | -0.6 | 2%[57.1 µM] | 9 | 25%[57.1 µM] | -19% | -14%
17 | Cn1nc(-c2ccccc2F)c2cc(C(=O)NCc3ccc(Cl)cc3)sc21 | -0.9 | x | 5 | -2.1 | 4% | 1 | 9% | -9% | 6%
18 | O=C(Nc1ccc(S(=O)(=O)N2CCCCC2)cc1)c1ccc(CN2CCc3ccccc3C2)cc1 | x | x | -9 | 2.0 | 13% | 13 | 30% | -10% | -7%
19 | CC(=O)Nc1cccc(/C(C)=N/NC(=O)c2ccc3c(c2)OCO3)c1 | 2.7 | -1 | 2 | 0.4 | 4%[57.1 µM] | -3 | 7%[57.1 µM] | -12% | 5%
20 | COC(=O)c1ccc(CSc2nc3c(cnn3-c3ccc(C)cc3)c(=O)[nH]2)o1 | 0.7 | 3 | -2 | -0.6 | 8%[57.1 µM] | 1 | 9% | -6% | 1%
21 | COc1cc(/C=N/NC(=O)C(=O)N2CCCCCC2)ccc1O | 0.4 | 4 | -2 | -0.2 | 5%[57.1 µM] | -4 | 2%[57.1 µM] | -16% | 6%
22 | Cc1cc(O)c(Sc2ncn[nH]2)cc1NS(=O)(=O)c1ccc(Cl)cc1 | -0.2 | 25 | -3 | 0.1 | -3% | 6 | -5% | -20% | 9%
23 | O=C(Cn1cnc2c(nnn2Cc2ccc(F)cc2)c1=O)N1CCCCC1 | 0.6 | -5 | 8 | -0.1 | -3% | -8 | -6% | -7% | 2%
24 | O=C(c1cc(Sc2cccc(Cl)c2)nc2ccccc12)N1CCN(c2ccccn2)CC1 | 1.1 | 1 | -2 | 0.8 | -3% | -10 | 38%[activator] | -8% | -5%
25 | COc1ccccc1-n1ccnc(SCC(=O)NC2CCCC2)c1=O | 0.0 | -6 | 1 | -0.5 | -4%[57.1 µM] | -1 | -6%[57.1 µM] | -10% | -4%
26 | Cc1ccc(Cl)cc1N1CCN(S(=O)(=O)c2ccc3[nH]c4c(c3c2)CCCC4)CC1 | -1.6 | x | -1 | -0.3 | 4% | -6 | 14% | -8% | 17%
27 | CC#CCN1c2ccccc2[C@]23C[C@@H](C(=O)OC)N(C(=O)c4ccc(Br)cc4)C2=NC(C(=O)OC)=C(C(=O)OC)[C@H]13 | x | x | 1 | x | -8% | x | 6% | -20% | -6%
28 | Nc1nc(Nc2ccc(Cl)cc2)nc2ccccc12 | 0.9 | 12 | u | -0.1 | 9% | -6 | 9% | -2% | 2%
29 | OC(CNCc1ccc(F)cc1)(c1ccc(F)cc1)c1ccc(F)cc1 | 0.8 | -6 | 3 | 2.4 | -8% | 11 | -5% | -28% | 6%
30 | Cn1c(N/N=C/c2cccs2)cc(=O)n(C)c1=O | -0.6 | -14 | u | -0.4 | 9% | -7 | -26% | -9% | -4%
31 | O=C(Nc1ccc2nc(SCC(=O)N3CCCc4ccccc43)sc2c1)c1ccc(Cl)cc1 | 1.9 | x | 1 | 0.6 | 6% | -3 | 38%[activator] | 10% | -15%
32 | O=C(CSc1nnc(Cc2ccccc2)n1Cc1ccco1)NC1CCCC1 | 0.8 | 3 | 1 | 0.1 | -2% | -2 | u | -16% | 4%
33 | Cc1ccccc1C#N | -0.2 | 28 | 1 | 0.0 | 8% | 2 | 26% | -23% | -11%
34 | Cn1c(=O)oc2cc(S(=O)(=O)Nc3ccccc3F)ccc21 | 1.4 | 5 | -15 | -0.1 | 3%[57.1 µM] | 4 | 1%[57.1 µM] | -15% | 3%
35 | O=C(NC(CSCc1ccccc1)C(=O)N/N=C/c1ccc(O)cc1O)c1ccc([N+](=O)[O-])cc1 (centres undefined) | 0.6 | -8 | 2 | 0.0 | -7% | 0 | 14% | -18% | u
36 | O=C(COC(=O)Cc1ccccc1F)NCc1ccc(Cl)cc1 | x | x | -18 | x | 4% | x | 17% | -16% | 6%
37 | O=C(CSc1ncnc2scc(-c3ccccc3)c12)Nc1ccc(C(=O)O)cc1 | -1.0 | 6 | 2 | 0.2 | 9% | 6 | 25% | -19% | 3%
38 | Cc1ccc(C2(C(F)(F)F)NC(=O)N3CCN=C3S2)cc1 (centres undefined) | 0.6 | 5 | 4 | 1.3 | 6% | -3 | -24% | -12% | 9%
39 | Cc1cccc(NC(=O)c2ccccc2NC(=O)Cc2ccccc2)c1C | 0.3 | 12 | -1 | -0.5 | 12%[57.1 µM] | 15 | -3%[57.1 µM] | -4% | 3%
40 | O=[N+]([O-])c1cc(/C=N\Nc2ccccn2)ccc1Cl | -0.8 | -16 | 6 | 0.9 | -1% | 0 | 16% | -11% | 6%
41 | COc1cccc(C=NNc2ccc([N+](=O)[O-])cn2)c1OC | x | x | -1 | x | -7% | x | -12% | -2% | -3%
42 | COc1cccc(C2=NOC(C(=O)Nc3cccc(C(C)=O)c3)C2)c1 (centres undefined) | -0.4 | 6 | 7 | -0.4 | -8% | 5 | 11% | -10% | 8%
43 | CCN(CC)S(=O)(=O)c1ccc2nc(CCl)[nH]c2c1 | 2.1 | 7 | -11 | 0.3 | 5%[57.1 µM] | 0 | u | -1% | 5%
44 | Cc1ccc(NC(=O)/C(C#N)=C/c2cc(C)n(-c3ccc(F)cc3)c2C)cc1C | 0.0 | x | -1 | -0.1 | 24% | 1 | -7% | u | 4%

Some of the entries so far, with values under each structure:
Results follow in this order: D2 ag, D2 antagonist, PI4K2A inh, TRHR ag, TrxR1 substrate, TRHR PAM, rTrxR1 inhibitor, USP1-UAF1 inh, mIDH1 inhibitor
(31) O=C(Nc1ccc2nc(SCC(=O)N3CCCc4ccccc43)sc2c1)c1ccc(Cl)cc1
    1.9, x, 1, 0.6, 6%, -3, 38%[activator], 10%, -15%
(33) Cc1ccccc1C#N
    -0.2, 28, 1, 0.0, 8%, 2, 26%, -23%, -11%
(37) O=C(CSc1ncnc2scc(-c3ccccc3)c12)Nc1ccc(C(=O)O)cc1
    -1.0, 6, 2, 0.2, 9%, 6, 25%, -19%, 3%
(38) Cc1ccc(C2(C(F)(F)F)NC(=O)N3CCN=C3S2)cc1 (centres undefined)
    0.6, 5, 4, 1.3, 6%, -3, -24%, -12%, 9%
(41) COc1cccc(C=NNc2ccc([N+](=O)[O-])cn2)c1OC
    x, x, -1, x, -7%, x, -12%, -2%, -3%
